Source: PubChem
LGR2 antag = inhibitors of bursicon-induced LGR2 CRE-luciferase signal, primary screen, cell-based, HEK293, CRE-luciferase reporter, bursicon stimulation | bursicon-stimulated, 4 h | inhibition, % at 9.99 µM | Drosophila bursicon receptor LGR2 (rickets) | actives 0.35% (n = 380,000);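 active = drop in luminescence signal, shown as inhibition above about 50% in the replicate tests, limit read from the data, passing the limit was not always enough; inconclusive = probably only some replicates passing the limit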;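 also: agonist challenge used bursicon conditioned medium at about half maximal strength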
SIRT5 inh = SIRT5 desuccinylase inhibitors, primary screen, biochemical, fluorescence imaging, single point, set 5; Purified SirT5, succinyl-peptide AMC, trypsin-coupled fluorescence; NAD-dependent protein deacylase sirtuin-5, mitochondrial (Homo sapiens), Q9NXA8; inhibition, % at 15 µM; actives 1.1% (n = 330,000); in the data active = inhibition above about 15%; inconclusive = no clear call, values can overlap the other calls
Target sequence (Q9NXA8 whole entry, looked up): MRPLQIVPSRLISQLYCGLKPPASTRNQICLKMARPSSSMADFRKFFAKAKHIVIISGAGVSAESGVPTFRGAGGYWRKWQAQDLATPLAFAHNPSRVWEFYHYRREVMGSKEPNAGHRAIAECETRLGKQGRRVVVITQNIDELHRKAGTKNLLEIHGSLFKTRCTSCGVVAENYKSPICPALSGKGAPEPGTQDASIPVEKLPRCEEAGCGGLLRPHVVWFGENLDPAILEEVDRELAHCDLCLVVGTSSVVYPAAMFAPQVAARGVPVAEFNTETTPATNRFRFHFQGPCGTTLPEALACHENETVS
Casp6 inh = human caspase-6 inhibitors, primary screen, biochemical, VEID-R110 fluorescence, single point, set 2. inhibition, % at 12.5 µM. purified caspase-6, Z-VEID-R110 cleavage fluorescence. AID 686996, 2013. actives 0.53% (n = 350,000). P55212;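 active = mean inhibition across replicates at least about 35%, with every replicate also reaching that limit, limit read from the data; inconclusive = only one of the two criteria met; inactive = neither criterion met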;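 also: 0% = median of neutral control wells and 100% = no fluorescence left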
Target sequence (P55212 24-179 limits assumed): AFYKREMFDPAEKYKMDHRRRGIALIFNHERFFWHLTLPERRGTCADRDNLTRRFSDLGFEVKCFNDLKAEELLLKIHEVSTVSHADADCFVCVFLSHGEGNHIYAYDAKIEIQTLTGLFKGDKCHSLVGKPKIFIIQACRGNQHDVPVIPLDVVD
Target sequence (P55212 194-293 limits assumed): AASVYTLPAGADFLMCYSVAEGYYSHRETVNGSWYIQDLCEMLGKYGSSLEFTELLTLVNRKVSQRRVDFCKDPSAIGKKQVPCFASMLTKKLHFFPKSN
EWS-Fli inh = EWS/Fli-driven NR0B1 reporter inhibitors, primary screen, A673 cells, NR0B1 luciferase, luminescence, MLPCN library | inhibition, % at 12.6 µM | viability-normalised | actives 0.67% (n = 350,000);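 active = mean inhibition of at least 50% after viability correction, with every replicate also passing that limit; inconclusive = mean reaches 50% but only one of two replicates passes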;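 also: firefly luciferase signal divided by Alamar Blue viability fluorescence both relative to DMSO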
DENV2 CPE = inhibitors of DENV2 cytopathic effect, primary screen, cell-based, plate reader, single concentration; DENV2-infected cells, cytopathic effect rescue; AID 651640, 2012; CPE inhibition, % at 9.99 µM; actives 1.7% (n = 350,000); in the data active = CPE inhibition above about 20%, passing the limit was not always enough; inconclusive = no clear call, values can overlap the other calls; tested in BHK-21 cells;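 also: 0% = median of neutral control wells and 100% = median of positive control wells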
PAX8 inh HTS = inhibitors of PAX8-driven TPO luciferase reporter, primary screen, RMG-I cells, single concentration | inhibition, % at 12.6 µM | SteadyGlo, 24 h | AID 652154, 2013 | actives 1.2% (n = 360,000);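 active = mean replicate inhibition at least 60% with every replicate also reaching 60%; inconclusive = only one of the two criteria is met; inactive = mean below 60% and not all replicates reaching 60%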;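 also: luciferase light reporting Pax8 driven TPO promoter activity; plate controls were median of neutral control wells for no effect and mitoxantrone controls for full effect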
ARNT-TACC3 inh = disruptors of ARNT/TACC3 protein interaction, primary screen, biochemical, AlphaScreen, single concentration | AlphaScreen His-ARNT PAS-B/GST-TACC3 binding, luminescence; TACC3 fragment carries E629A point mutation | inhibition, % at 9.99 µM | actives 0.66% (n = 390,000);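 active = mean inhibition of replicates at least 50% and at least half of replicates each reaching 50%; inconclusive = half or more replicates reach 50% but mean below 50%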;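 also: 0% = complete ARNT plus TACC3 wells and 100% = ARNT alone without TACC3; many hits fall short of the cut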
An asterisk follows results filed as active; u = inconclusive; x = no result given; & = joins results of further samples.

SMILES | LGR2 antag | SIRT5 inh | Casp6 inh | EWS-Fli inh | DENV2 CPE | PAX8 inh HTS | ARNT-TACC3 inh
CCOC(=O)C1=C(C)N(c2ccc(C)cc2)C(=O)/C1=C\c1ccc(O)c(OC)c1 | 10 | -2 | 5 | 1 | u | 15 | -9
COc1cccc(OC)c1/C(O)=C(\C#N)c1nc2ccccc2[nH]1 | -4 | -1 | 15 | 6 | u | x | -5
O=C(NN=Cc1ccccc1)NN=Cc1ccccc1 | -82 | 4 | 1 | -15 | -5 | x | 0
COc1ccccc1-c1cnc(C(O)c2ccc(Cl)c(Cl)c2)[nH]1 (configuration not stated) | 1 | 1 | 7 | 6 | 0 | -4 | x
O=C(Nc1ccc(F)c(Cl)c1)c1ccc2sc([C@H]3C[C@H](O)[C@@H](CO)O3)nc2c1 | -1 | -4 | 3 | -83 | -10 | -84 | x
Cc1cccc(S(=O)(=O)N2C[C@@H]3N[C@H](C2)C3c2ccc(-c3cccc(C#N)c3)cc2)c1 (some centres not stated) | 0&18 | 6&4 | 1&-2 | -7&0 | 2&-4 | -12&5 | x
COc1ccccc1C(=O)NC(=O)COC(=O)c1ccc(C)o1 | -8 | -6 | 9 | 0 | -2 | x | -4
CC1(C(=O)NS(=O)(=O)c2ccc3c(c2)CCO3)CCN1C(=O)CCc1ccc(Cl)cc1Cl (configuration not stated) | -3 | 7 | 1 | -1 | 5 | -6 | x
Cc1cc(Oc2ccc(=O)n(C)n2)nc(SCCOc2ccccc2)n1 | -12 | -1 | 4 | -5 | 0 | -5 | 0
NS(=O)(=O)c1cccc(NC(=O)COC(=O)c2ccccc2SCC(=O)N2CCCC2)c1 | -19 | x | 4 | -1 | 1 | 2 | 13
O=C(COC(=O)c1ccc2ncsc2c1)Nc1ccccc1Cl | 6 | -2 | -2 | -24 | -1 | -37 | -7
COCCCNC(=O)COc1ccc2oc3c(c2c1)CCCC3 | -18 | -1 | -3 | -10 | -2 | -17 | -6
C[C@H]1CN([C@@H](C)CO)C(=O)c2cc(NC(=O)Cc3ccccc3)ccc2O[C@@H]1CN(C)S(C)(=O)=O | -11 | -2 | -1 | -2 | 6 | 12 | -9
Cc1ccc(CN2CCSCC2)cc1 | -9 | -4 | 3 | 10 | 2 | -1 | -5
O=C(CCNC(=O)N1CC(=O)Nc2ccccc21)NCc1ccccc1 | 15 | -1 | -1 | -4 | -4 | -6 | x
O=C(Nc1ccc2nc(-c3ccco3)c(-c3ccco3)nc2c1)N1CCN(c2ccccn2)CC1 | 12 | x | x | x | x | -1 | -2
C[C@H]1CN([C@@H](C)CO)C(=O)c2cc(C3=CCCCC3)cnc2O[C@H]1CN(C)C(=O)Cc1ccccc1 | 10 | 5 | 1 | -13 | 1 | -3 | 3
C[C@@H]1CCCCO[C@H](CN(C)C(=O)Cc2ccccc2)[C@H](C)CN([C@H](C)CO)C(=O)c2cc(NC(=O)c3ccccc3)ccc2O1 | 19 | -4 | -39 | 11 | -6 | x | -6
COc1ccc(OCC(=O)Nc2ccc(C)cc2)cc1 | -13 | 2 | 0 | x | x | -15 | 0
CCCc1ccc(OCc2ccc(C(=O)N3CCSCC3)o2)cc1 | -120 | 1 | -2 | 30 | 2 | -160 | 9
CC(CCc1ccccc1)NC(=O)COc1cc(F)ccc1[N+](=O)[O-] (configuration not stated) | -3 | -3 | -1 | 2 | 8 | 6 | 0
C[C@H](CO)N1C[C@H](C)[C@@H](CN(C)S(=O)(=O)c2ccc(F)cc2)Oc2cc(C#Cc3ccncc3)ccc2S1(=O)=O | -6 | 1 | -3 | -6 | x | x | -2
CN1CCC(N(C)S(=O)(=O)c2ccc(NC(=O)COc3cccc(C(F)(F)F)c3)cc2)CC1 | 3 | -8 | -215 | 12 | 0 | 12 | 3
CCCCC[C@@H](C)N1C[C@@H](COCc2ccccc2)Oc2cc(N3CC[C@H](O)C3)ccc2S1(=O)=O | 3 | 1 | 1 | 2 | u | 16 | x
CC1(C(=O)Nc2ccc3c(c2)OCCO3)CN(S(C)(=O)=O)CC(=O)N1Cc1ccco1 (configuration not stated) | -7 | -3 | -2 | -1 | -3 | -3 | x

2 of the compounds above, as tab-separated lines:
structure	LGR2 antag	SIRT5 inh	Casp6 inh	EWS-Fli inh	DENV2 CPE	PAX8 inh HTS	ARNT-TACC3 inh
Cc1ccc(CN2CCSCC2)cc1	-9	-4	3	10	2	-1	-5
O=C(CCNC(=O)N1CC(=O)Nc2ccccc21)NCc1ccccc1	15	-1	-1	-4	-4	-6	x

(cont.)
SMILES | LGR2 antag | SIRT5 inh | Casp6 inh | EWS-Fli inh | DENV2 CPE | PAX8 inh HTS | ARNT-TACC3 inh
Cc1ccccc1S(=O)(=O)N1CCCCN2[C@H](CO)[C@H](c3ccc(-c4cccc(F)c4)cc3)[C@H]2C1 | -7 | 12 | -1 | -4 | -24 | 28 | 17
C=CC[C@@H](CC(=O)N[C@H](CO)Cc1ccccc1)C(=O)N[C@H](COC(=O)[C@@H](CC=C)CC(=O)OC(C)(C)C)Cc1ccccc1 | -3 | -2 | -1 | 7 | -9 | 19 | -4
Cc1cc(C)c(NC(=O)COC(=O)C2CCCCC2)c(C)c1 | -5 | -2 | -1 | 1 | 3 | -1 | -4
O=C(CSc1nncs1)Nc1cc(-c2ccccc2)nn1-c1ccccc1 | 3 | x | x | x | x | 6 | -6
O=C(C[C@H]1C[C@@H]2c3cc(NS(=O)(=O)c4ccc(F)cc4)ccc3O[C@@H]2[C@@H](CO)O1)N1CCCCC1 | -8 | -2 | 3 | 1 | -4 | -11 | -11
O=C(C[C@@H]1C[C@@H]2c3cc(NC(=O)c4cccnc4)ccc3O[C@@H]2[C@@H](CO)O1)NCCN1CCCCC1 | -15 | 2 | 2 | -6 | -4 | -6 | -3
CN(C)C(=O)C[C@@H]1CC[C@H]2[C@@H](COc3ccc(NC(=O)c4cnccn4)cc3C(=O)N2C)O1 | -3 | 3 | 2 | -3 | 18 | 20 | -7
Cc1ccc(SCC(=O)NNC(=O)c2ccc(S(C)(=O)=O)cc2)cc1 | -3 | 0 | -2 | 3 | 5 | -5 | -5
COc1ccc(NC(=O)CCCCC(=O)Nc2ccc(OC)cc2OC)c(OC)c1 | x | -5 | 4 | -3 | -3 | 5 | -6
COc1ccccc1C#Cc1ccc2c(c1)O[C@H](CN(C)Cc1cncnc1)[C@@H](C)CN([C@@H](C)CO)S2(=O)=O | 16 | -8 | -4 | 15 | -2 | 46 | 7
COc1cc(/C=N/O)ccc1OCc1ccc(Cl)cc1 | x | 1 | -1 | -47 | 1 | -214 | x
Cc1cccc(C(=O)NCCC(=O)NCc2ccccc2F)c1 | 5 | -1 | -6 | 2 | 4 | -8 | 2
Cc1ccc(NC(=O)Cn2ncc(Cl)c(Cl)c2=O)cc1S(=O)(=O)N1CCCCC1 | 6 | -5 | 3 | u | -7 | 90* | x
COCC(=O)N(C)C[C@@H]1Oc2ncc(-c3ccccc3OC)cc2C(=O)N([C@@H](C)CO)C[C@@H]1C | -1 | 2 | -7 | 13 | 1 | x | x
Cc1ccc(Cn2ncc3c(N4CCN(CCc5ccccc5)CC4)ncnc32)cc1 | 11 | 0 | 0 | 29 | 2 | 14 | x
COc1ccc(CCN(C)C(=O)C2CCCN(Cc3ccc(OC)c(OC)c3)C2)cc1OC (configuration not stated) | x | 1 | -2 | 4 | 0 | 5 | -10&-1
C[C@@H]1CN([C@@H](C)CO)C(=O)c2cc(NC(=O)Cc3ccccc3)ccc2O[C@@H](C)CCCCO[C@@H]1CN(C)C | -3 | 0 | 2 | 7 | x | -1 | -2
Cc1ccc(CNC(=O)CCc2ccc(S(=O)(=O)NCC(C)C)cc2)cc1 | x | 29* | 1 | 7 | 5 | -3 | -5
CC1=NN(c2ccccc2)C(=O)C1N=Nc1ccc(S(N)(=O)=O)cc1 (configuration not stated) | 35 | 2 | 2 | -13 | 4 | 24 | -1
Cc1cccc(C(=O)N=c2c(C#N)cc3c(=O)n4cccc(C)c4nc3n2Cc2ccco2)c1 | -3 | -20 | 15 | -18 | -10 | -3 | 23&-3
COc1ccc2[nH]c3c(c2c1)CCN1C(=O)C(CC(=O)NCc2ccco2)C[C@H](C(=O)N2CCOCC2)[C@@]31C (some centres not stated) | -9 | 0 | 2 | -56 | -5 | -6 | 1
CCc1ccc2[nH]c3nc(N/N=C/c4cccc(O)c4)nnc3c2c1 | -7 | -2 | 1 | -10 | -1 | 25 | 3
COC(=O)c1ccc2c(=O)[nH]c(COC(=O)c3[nH]c(C)c(C(C)=O)c3C)nc2c1 | 3 | x | 0 | 5 | -10 | -31 | 21
Cc1ccnc(NS(=O)(=O)c2ccc(NC(=O)c3ccc(Cl)cc3[N+](=O)[O-])cc2)n1 | -4 | 1 | 5 | 15 | 3 | 24 | -2
CCC(C)n1c(=S)[nH]c2ccccc2c1=O (configuration not stated) | 4 | 1 | -2 | 4 | -5 | 11 | -3

Part of the list above, with two lines to a compound.
Below each SMILES – LGR2 antag | SIRT5 inh | Casp6 inh | EWS-Fli inh | DENV2 CPE | PAX8 inh HTS | ARNT-TACC3 inh
- CC1=NN(c2ccccc2)C(=O)C1N=Nc1ccc(S(N)(=O)=O)cc1 (configuration not stated)
  35 | 2 | 2 | -13 | 4 | 24 | -1
- Cc1cccc(C(=O)N=c2c(C#N)cc3c(=O)n4cccc(C)c4nc3n2Cc2ccco2)c1
  -3 | -20 | 15 | -18 | -10 | -3 | 23&-3
- COc1ccc2[nH]c3c(c2c1)CCN1C(=O)C(CC(=O)NCc2ccco2)C[C@H](C(=O)N2CCOCC2)[C@@]31C (some centres not stated)
  -9 | 0 | 2 | -56 | -5 | -6 | 1
- CCc1ccc2[nH]c3nc(N/N=C/c4cccc(O)c4)nnc3c2c1
  -7 | -2 | 1 | -10 | -1 | 25 | 3
- COC(=O)c1ccc2c(=O)[nH]c(COC(=O)c3[nH]c(C)c(C(C)=O)c3C)nc2c1
  3 | x | 0 | 5 | -10 | -31 | 21

Remaining list, next part.
SMILES | LGR2 antag | SIRT5 inh | Casp6 inh | EWS-Fli inh | DENV2 CPE | PAX8 inh HTS | ARNT-TACC3 inh
COc1ccc(Cl)cc1NC(=O)C/C(C)=N/NC(=O)CCc1ccccc1 | -1 | -4 | -3 | 10 | 0 | 20 | -1
COC(=O)[C@]1(Cc2ccccc2)N[C@H](CN(C)C(=O)Nc2ccc(Cl)cc2)[C@@H]2C(=O)N(Cc3ccccc3)C(=O)[C@@H]21 | -27 | 3 | 3 | -24 | 22* | 16 | -2
C[C@@H]1CN([C@H](C)CO)C(=O)c2cc(C3=CCCC3)cnc2O[C@H]1CN(C)Cc1ccc(C(=O)O)cc1 | 10 | 8 | -2 | -11 | 0 | -6 | -1
COc1ccc(NC(=O)C(Cc2ccccc2)n2cccc2)cc1OC (configuration not stated) | 5 | 0 | 1 | -1 | u | 6 | 6
C=CCN(c1ccc(C(=O)Nc2ccc(C)cc2)cc1)S(C)(=O)=O | 9 | -5 | 0 | -13 | -2 | -16 | -8
Cc1ccc2[nH]c(C(=O)O)c(NC(=O)[C@@H]3C[C@@H]3c3ccccc3)c2c1 | 6 | 2 | 2 | 8 | -4 | 21 | -6
COc1ccc(CCNC(=S)N2CCN(S(=O)(=O)c3ccc(C)cc3)CC2)cc1 | 6 | 0 | 3 | 5 | -1 | 3 | 0
